# Bioassay records deposited in PubChem BioAssay by several laboratories.
# Mot1-301 SUMO: blocks SUMOylation pathway, rescuing yeast Mot1-301 growth; growth rescue, % at 18.8 µM; 320,000 tested, 1% active; S. cerevisiae Mot1-301 growth rescue, ATP luminescence, 38.5C; percent above DMSO median, 100 means doubled;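 active = every valid replicate shows activation above 250% relative to neutral control wells; inactive = the rest, any valid replicate at or below 250%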;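 note: OY570 slx delta 5 strain wells were the positive control but not used for scaling; some compounds called inactive have numbers as strong as hits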
# Tat transport: blocks Tat-dependent protein export in E. coli; E. coli MC4100 TorA-mCherry Tat export, fluorescence; inhibition, % at 10 µM; 340,000 tested, 0.036% active; AID 488895;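 active = mean replicate inhibition at least 50% and at least half of replicates individually reaching 50%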;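 note: exported cargo escapes ClpAP degradation while cytoplasmic cargo is degraded and loses fluorescence; 0% = median of neutral control wells and 100% = median of NaSCN control wells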
# PKA-R1A activ: activates the PKA-R1A holoenzyme complex | P00514+P68181 | PKA-R1A dissociation, Cy5-IP20 fluorescence polarization; scaled: DMSO 0%, 113 µM cGMP 100% | activation, % at 11.4 µM | 340,000 tested, 0.083% active;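 active = percent activation above the mean of all tested compounds plus 3 SD, cut at about 19% in these data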;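 note: higher means more PKAc released from R1A so a rise in polarization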
# PKA-R2B activ: activators of human PKA-R2B complex. P22694+P31323. PKA-R2B holoenzyme dissociation, Cy5-IP20 fluorescence polarization; R2B truncated from residue 108, S112A mutant; 0% DMSO only, 100% 113 µM cGMP. activation, % at 11.4 µM. 340,000 tested, 0.079% active. AID 504700;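 active = activation above a cutoff set at the mean over all compounds plus 3 SD, cut at about 18% in these data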;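 note: higher means more holoenzyme dissociation and a rise in polarization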
# Target sequence (P31323 whole entry, looked up, other chains not shown, the tested form may be a part): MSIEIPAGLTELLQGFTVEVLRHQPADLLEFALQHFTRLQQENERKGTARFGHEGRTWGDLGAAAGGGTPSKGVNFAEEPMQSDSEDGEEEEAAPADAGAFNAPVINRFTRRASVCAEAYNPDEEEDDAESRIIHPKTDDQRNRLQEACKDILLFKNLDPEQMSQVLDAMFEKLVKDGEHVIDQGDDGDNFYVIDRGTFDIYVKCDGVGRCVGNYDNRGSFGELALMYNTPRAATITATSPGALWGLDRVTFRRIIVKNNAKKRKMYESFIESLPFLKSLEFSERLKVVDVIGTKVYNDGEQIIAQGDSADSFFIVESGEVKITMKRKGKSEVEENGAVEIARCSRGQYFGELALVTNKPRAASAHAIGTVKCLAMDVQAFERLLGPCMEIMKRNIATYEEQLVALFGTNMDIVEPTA
# AddAB inh: less growth of phage-infected E. coli with AddAB; E. coli expressing H. pylori AddAB, absorbance growth; inhibition, % at 11.9 µM; 330,000 tested, 0.29% active; AID 435030; in the data active = inhibition above about 12%;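 note: 0% = vehicle wells of infected cells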
# PfHsp90 set2: reduces growth (ATP signal) of yeast expressing P. falciparum Hsp90; S. cerevisiae expressing PfHsp90, BacTiter-Glo ATP, 48 h; yeast lacking PDR1 and PDR3 efflux regulators; inhibition, % at 9.4 µM; 310,000 tested, 0.32% active; AID 504621;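 active = every replicate shows inhibition above about 80%, whatever the replicate mean, limit read from the data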;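 note: 0% = DMSO neutral controls and 100% = 20 µM radicicol positive controls; yeast relying on Plasmodium falciparum Hsp90 in place of its own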
# Ecoli viability: bacterial growth inhibition, counter-screen for AddAB inhibitors; E. coli V3065 growth, OD600 absorbance, 18 h; inhibition, % at 11.9 µM; 330,000 tested, 0.27% active; AID 449728;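 active = inhibition above the campaign's mean inhibition across all tested compounds plus 3 SD, cut at about 9.9% in these data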;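 note: uninfected addAB+ strain grown without phage in ampicillin broth; 0% = DMSO wells and 100% = ciprofloxacin 0.95 µg/ml wells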
# OPRM1-OPRD1 ag: agonists of human mu-delta opioid receptor heterodimerization; cells, OPRM1-OPRD1 heterodimerization, luminescence; activation, % at 9.3 µM; 340,000 tested, 0.3% active; AID 504326; in the data active = activation above about 18%;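 note: 0% = vehicle-treated cells and 100% = reference agonist; values of inactives mirror those of a sister screen read the other way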
# phage Ecoli inh: E. coli growth loss with phage present. growth absorbance. inhibition, % at 11.9 µM. 360,000 tested, 0.26% active. AID 651602; in the data active = inhibition above about 11%
# MOR-DOR inv ag: inverse agonists of human mu-delta opioid receptor heterodimerization. inhibition, % at 9.3 µM. 340,000 tested, 0.21% active. AID 504357. cell-based MOR-DOR heterodimer luminescence, inverse agonism; in the data active = inhibition above about 22%, passing the limit was not always enough;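 note: 0% = cells with DMSO and 100% = wells without cells with DMSO; values of inactives mirror those of a sister screen read the other way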
# HTR5A inv ctr: counter-screen for OPRM1-OPRD1 inverse agonists: human HTR5A inverse agonism. inhibition, % at 9.3 µM. HTR5A cell line, luminescence. AID 504634. 340,000 tested, 0.083% active; in the data active = inhibition mostly above about 23%, no sharp cut-off; inactive = mostly below about 18%;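 note: 0% = cells with DMSO and 100% = no-cell wells with DMSO; some compounds called inactive have numbers as strong as hits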
# Target sequence (P47898 whole entry, looked up): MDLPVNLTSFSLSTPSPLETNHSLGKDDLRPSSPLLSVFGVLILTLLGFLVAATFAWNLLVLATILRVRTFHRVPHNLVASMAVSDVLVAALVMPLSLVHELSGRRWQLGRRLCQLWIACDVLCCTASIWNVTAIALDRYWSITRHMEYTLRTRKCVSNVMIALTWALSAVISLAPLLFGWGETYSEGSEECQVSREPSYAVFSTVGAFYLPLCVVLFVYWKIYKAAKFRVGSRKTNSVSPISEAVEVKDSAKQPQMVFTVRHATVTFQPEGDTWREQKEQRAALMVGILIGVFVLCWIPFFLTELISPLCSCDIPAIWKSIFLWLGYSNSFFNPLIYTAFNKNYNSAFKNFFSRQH
# Starred values were filed as active, the others as inactive; nt = not tested or not shown.
SMILES,Mot1-301 SUMO,Tat transport,PKA-R1A activ,PKA-R2B activ,AddAB inh,PfHsp90 set2,Ecoli viability,OPRM1-OPRD1 ag,phage Ecoli inh,MOR-DOR inv ag,HTR5A inv ctr
NC(=O)CN1C(=O)C(O)(CC(=O)/C=C\c2ccc3c(c2)OCO3)c2ccccc21 (stereo not drawn),-7,1,9,4,0.1,7,1.2,-0.8,3.5,4,13
N/C(=N\OC(=O)c1ccc(Cl)cc1[N+](=O)[O-])c1ccccn1,42,-19,6,6,0.3,1,-1.5,11,-0.2,-54,-2
COc1ccc(C(=N/O)/C(=N/O)c2ccc(OC)cc2)cc1,-8,-2,6,8,1.1,16,-1.8,-0.5,2.0,3,-14
COc1cccc(CNC(=O)C2CCCN(S(C)(=O)=O)C2)c1 (stereo not drawn),10,-2,-1,-8,-0.8,8,-2.5,6.2,1.6,-38,-8
CC1=CC[C@@]23CCCN2C(=O)CCC[C@H]3C1,nt,-9,-8,-4,0.4,-7,0.9,-3.9,-1.7,19,-7
O=C1C=C(c2ccccc2)C(c2ccccc2)C1O (stereo not drawn),nt,-3,-5,5,nt,-35,nt,-4.4,0.2,19,4
Cn1c(C=O)c(C#CC(C)(C)O)c2ccccc21,-1,6,-2,-13,0.7,7,0.4,-0.7,1.5,4,6
COc1cc(-c2n[nH]c(=S)n2Cc2ccccc2)cc(OC)c1OC,7,3,-1,-6,nt,18,nt,-0.6,-2.3,2,-7
O=C(c1ccc(N2CCCC2)c([N+](=O)[O-])c1)N1CCN(S(=O)(=O)c2ccccc2)CC1,nt,8,-3,8,nt,nt,nt,-1.1,1.5,7,0
COc1cccc(C(c2sc3ncnn3c2O)N2CCc3ccccc3C2)c1 (stereo not drawn),12,1,-6,-5,-0.6,6,2.4,-1.5,1.5,8,5
O=C1CCC[C@@H]2Cc3nc4ccc(Cl)cc4cc3[C@@H]3CCN1[C@H]23,nt,-7,-7,-2,nt,25,nt,-2.7,2.6,15,-2
O=C(COc1cccc(C(F)(F)F)c1)NNC(=O)c1ccc(=O)[nH]c1,6,-3,1,0,0.5,nt,-0.4,-2.7,2.9,11,8
O=Cc1cc([N+](=O)[O-])ccc1N1CCOCC1,7,-3,11,8,4.5,-24,0.0,-1.3,2.4,7,27
O=C(CSc1n[nH]c(-c2ccncc2)n1)Nc1ccccc1Cl,-8,3,14,3,1.3,8,-0.3,-1.9,-2.0,10,3
O=C(CCCNS(=O)(=O)c1cccs1)N1CCc2ccccc2C1,-2,-8,0,-11,-2.7,-12,-1.6,-1.8,3.4,10,-12
O=C(OCc1cccc(F)c1)c1ccc2c(=O)n3c(nc2c1)CCC3,7,3,-6,4,0.7,15,1.3,2.7,0.9,-14,-5
Nc1nc(C(=O)N2CCOCC2)nn1S(=O)(=O)c1ccc(Cl)cc1,89,1,-9,-8,0.2,-4,-1.1,-1.1,0.7,7,-25
CC(C)C(=O)Nc1ncc2c(n1)CC(c1cccs1)CC2=O (stereo not drawn),nt,-15,-10,12,-0.2,-2,-0.8,5.2,0.8,-29,1
COc1ccccc1C(=O)NNC(=O)c1csc(N2CCOCC2)n1,1,0,-1,-1,-3.4,-1,-1.6,-1.2,-1.9,7,5
O=C(NNC(=O)c1ccccc1-c1ccccc1C(=O)O)c1cccc([N+](=O)[O-])c1,0,-6,1,-6,0.6,-16,-0.7,-1.3,0.4,7,16
COC(=O)[C@@H](Cc1c[nH]c2ccccc12)NC(=O)CCC(=O)c1ccc(Br)cc1,-12,5,-18,2,1.4,10,1.0,1.8,0.4,-9,2
CC1CCCC(C)N1C(=O)COC(=O)c1cccs1 (stereo not drawn),9,-1,-11,-15,0.0,-5,3.1,-5.0,0.9,19,-3
CC(C)c1ccccc1,-3,-10,-1,-2,-0.7,9,-2.7,-1.9,2.6,10,-15
COc1ccc(S(=O)(=O)N/N=C(/C)c2ccco2)cc1,-1,-5,-4,5,0.9,-1,-0.8,-3.6,3.8,18,6
Cc1ccc(S(=O)(=O)c2nnn3c2nc(N2CCN(c4ccccn4)CC2)c2ccccc23)cc1C,-3,1,-7,-4,0.9,-31,-0.1,-2.6,1.3,13,3
Cc1ccc(S(=O)(=O)Nc2cccc3c2O[C@@H](CN(C)C(=O)Nc2ccc4c(c2)OCO4)[C@H](C)CN([C@@H](C)CO)C3=O)cc1,-11,-3,-1,6,1.6,-6,0.6,-2.4,-0.9,14,-14
CCSc1nnc(-c2cccs2)o1,-5,6,-7,-7,-0.1,-26,-1.4,-2.1,-0.8,12,-9
NC(=O)N1N=C2/C(=C/c3ccccc3)CCCC2C1c1ccccc1 (stereo not drawn),19,9,5,-12,-0.2,-7,0.6,2.4,2.4,-13,-2
COc1ccc(C2(CNC(=O)c3ccc(Br)o3)CCOCC2)cc1,2,-4,-1,3,4.2,-25,1.9,-1.9,1.2,11,3
Cc1cccc2nc(Cn3c(=O)n(CCC(=O)NCc4ccco4)c(=O)c4ccccc43)cc(=O)n12,nt,-7,5,1,nt,6,nt,-2.8,0.9,14,-5
COc1ccc2oc(=N)c(C(=O)Nc3ccc(C)cc3)cc2c1,0,4,-9,1,nt,6,nt,-2.4,-1.0,11,-8
CCCCN1C(=O)/C(=C2\SC(N3CCOCC3)=NC2=O)c2ccccc21,-21,7,7,-13,1.2,-20,0.0,-3.8,-1.0,18,3
OC(COCc1cccs1)CN1CCN(c2cccc(C(F)(F)F)c2)CC1 (stereo not drawn),32,-7,-7,8,1.6,2,2.2,6.5,2.7,-34,-2
O=c1c2ccccc2c(-c2ccccc2)nn1Cc1c(Cl)cccc1Cl,7,17,-2,2,1.4,-54,2.0,1.9,1.0,-11,8
CCOC(=O)c1ccc(-n2c(O)c(/C=N/NC(=O)C3COc4ccccc4O3)c3ccccc3c2=O)cc1 (stereo not drawn),-15,0,-2,6,5.1,-2,4.6,-2.1,3.9,10,8
C/C=C/C(=O)Nc1cccc(C2=NOC3(C2)C[C@@H](C(N)=O)N(C(=O)C(c2ccccc2)c2ccccc2)C3)c1 (stereo partly drawn),3,-9,4,-5,0.4,1,-0.7,-0.8,2.7,4,-19
CCN(CC)S(=O)(=O)c1cccc(-c2nnc(SCCOc3ccccc3C)o2)c1,175,5,-4,-4,-0.3,9,-2.4,-0.9,2.1,5,-18
COc1cc(O)c(C(C)=O)cc1OC,-4,-4,-3,-7,2.4,-6,0.8,-1.3,1.9,8,-3
CCOc1ccc(NC(=O)CSc2nnc(COc3c(C)cccc3C)o2)cc1,-25,-2,-9,-2,4.6,4,1.7,1.3,0.9,-7,-7
CCN1CCN(C(=S)Nc2cccc(Cl)c2)CC1,73,7,-9,0,-1.7,-7,0.3,2.9,2.9,-19,-12
CCCc1cc(=O)oc2cc(C)c3c(C)coc3c12,18,-16,-4,-7,0.1,-29,1.4,2.5,2.2,-14,3
CC(C)NCc1nnc(-c2ccccc2Cl)o1,nt,-3,-1,2,0.0,19,1.4,-1.4,2.3,6,-2
Cc1ccc(CNC(=O)CCNS(=O)(=O)c2cccc3nsnc23)cc1,6,5,4,0,2.5,2,0.1,-0.1,1.4,0,1
CCOc1ccc(/C=N/NC(=O)C(=O)N2CCCCCC2)c2ccccc12,nt,18,6,-4,nt,-6,nt,-1.3,-0.9,7,-12
CCOC(=O)C1=C(C)N(C)C(=S)NC1c1ccccc1Cl (stereo not drawn),nt,-17,-8,-14,-1.4,26,0.1,-2.2,2.0,12,6
C=CCOc1ccccc1CN1CCC(Oc2ccc(C(=O)N3CCCCC3)cc2)CC1,-11,-2,1,5,2.3,28,1.1,0.3,-0.6,-2,-3
COc1ccc(/C(N)=N/OC(=O)c2ccco2)cc1,-9,-9,6,-1,3.1,33,2.3,-0.4,3.1,2,0
CCCCN(CC)CCCNC(=O)c1ccc(CS(=O)(=O)c2ccccc2C)o1,117,2,1,0,-1.3,-16,0.1,0.2,1.0,-1,26
O=C(c1cccc(NC2=NC3CS(=O)(=O)CC3S2)c1)N1CCN(c2ncccn2)CC1 (stereo not drawn),1,-7,7,-7,3.7,-4,-0.4,-0.9,3.0,5,5
O=C(NCc1ccco1)C1CC(=O)N(c2cccc(Cl)c2)C1 (stereo not drawn),-17,0,1,0,4.0,-13,-0.3,-2.4,-0.6,15,13
CCSc1nsc(SCC)c1C(N)=O,16,-4,2,1,2.3,nt,-0.9,-3.0,4.2,17,19
Cc1cccc2cc(CN(CC3CCCO3)C(=O)c3cnccn3)c(=O)[nH]c12 (stereo not drawn),nt,12,3,-2,nt,-10,nt,-1.3,1.3,7,-7
O=C(O)Cn1c(-c2ccccc2)cc2ccccc21,3,-15,-6,10,2.2,8,3.5,-1.4,2.0,6,-8
O=C(CC1(O)C(=O)N(CCc2ccccc2)c2ccccc21)c1ccco1 (stereo not drawn),38,-4,-9,0,0.1,-6,3.4,-1.3,1.8,7,-17
COC(=O)c1c(-n2cnnn2)sc(C)c1C,10,-2,-1,6,1.3,nt,0.2,-2.3,1.3,12,-16
CCOC(=O)c1c(NC(=O)CCS(=O)(=O)c2ccccc2)sc2c1CC(C)(C)NC2(C)C,3,-6,3,-2,-0.6,-7,-0.9,-1.8,-0.2,10,-18
C/C(=N/NC(=O)c1ccoc1C)c1cccc(NC(=O)C2CC2)c1,-18,1,-10,11,-0.1,10,0.9,-1.0,4.6,7,-9
Cc1ccc(C)n1-c1sc2c(c1C#N)CCC(C)C2 (stereo not drawn),22,7,-1,5,1.0,-1,-1.9,9.3,2.7,-49,1
CCS(=O)(=O)N1Cc2ccccc2CC1C(=O)Nc1nnc(SCc2ccc(F)cc2)s1 (stereo not drawn),-10,5,-8,-10,-3.8,-30,-4.4,2.1,0.5,-11,-5
OC(CNCc1ccco1)COc1ccccc1 (stereo not drawn),nt,1,-4,-2,nt,-5,nt,-2.9,3.7,14,13
CN(C(=O)c1ccc(OC2CCN(CCc3ccccc3)CC2)cc1)C1CCOC1 (stereo not drawn),-2,2,-8,-4,3.2,-11,1.2,-3.1,5.3,18,-4
CCOCCN(C(=O)COC)c1cccc(OC)c1,-7,-2,-3,10,-0.2,0,-2.3,1.6,1.9,-9,6
COc1ccc(S(=O)(=O)N2CC(C)N(C(=O)N3CCOCC3)C2)cc1 (stereo not drawn),-23,0,-8,-4,-3.4,-11,0.9,2.1,0.0,-17,-8
